Screening results: PubChem, The Scripps Research Institute Molecular Screening Center
M1 PAM parental: M1 PAM counterscreen hit in parental CHO-K1 cells | ATP EC20, Fluo-8 calcium fluorescence; 0% at ATP EC20, 100% at ATP max | activation, % at 3 µM | 360,000 compounds, 0.02% hits | AID 602247;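 active = activation above the run cutoff, the mean activation of all test compounds plus 3 SD, cut at about 40% in these data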;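 also: peak over basal fluorescence ratio in a 140 s read after ATP addition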
M1 ag parental: nonselective activator or artifact in parental CHO-K1 cells | Fluo-8 calcium fluorescence; scaled to maximal ATP response, vehicle zero | activation, % at 3 µM | 360,000 compounds, 0.48% hits | AID 602248; in the data active = activation above about 15%;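 also: untransfected CHO-K1 host cells lacking M1 receptor as counterscreen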
CHO-K1 Ca antag: M1 antagonist counterscreen hit in parental CHO-K1 cells; 360,000 compounds, 0.6% hits; inhibition, % at 3 µM; AID 602250; ATP-induced calcium, Fluo-8 fluorescence;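 active = inhibition above a per-plate cutoff, the plate's mean sample inhibition plus 3 SD, cut at about 24% in these data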;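 also: 0% = DMSO plus EC80 ATP and 100% = DMSO alone without ATP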
CHRM5 agonist: agonists of human muscarinic M5 receptor (CHRM5). activation, % at 3 µM. AID 624037. P08912. CHO-K1 hM5 cells, Fluo-8 calcium fluorescence; 0% DMSO wells, 100% maximal acetylcholine response. 360,000 compounds, 0.19% hits;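 active = activation above the run's mean over test compounds plus 3 SD, cut at about 23% in these data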;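 also: signal is peak over basal fluorescence ratio across the kinetic read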
Target sequence (P08912 whole entry, looked up): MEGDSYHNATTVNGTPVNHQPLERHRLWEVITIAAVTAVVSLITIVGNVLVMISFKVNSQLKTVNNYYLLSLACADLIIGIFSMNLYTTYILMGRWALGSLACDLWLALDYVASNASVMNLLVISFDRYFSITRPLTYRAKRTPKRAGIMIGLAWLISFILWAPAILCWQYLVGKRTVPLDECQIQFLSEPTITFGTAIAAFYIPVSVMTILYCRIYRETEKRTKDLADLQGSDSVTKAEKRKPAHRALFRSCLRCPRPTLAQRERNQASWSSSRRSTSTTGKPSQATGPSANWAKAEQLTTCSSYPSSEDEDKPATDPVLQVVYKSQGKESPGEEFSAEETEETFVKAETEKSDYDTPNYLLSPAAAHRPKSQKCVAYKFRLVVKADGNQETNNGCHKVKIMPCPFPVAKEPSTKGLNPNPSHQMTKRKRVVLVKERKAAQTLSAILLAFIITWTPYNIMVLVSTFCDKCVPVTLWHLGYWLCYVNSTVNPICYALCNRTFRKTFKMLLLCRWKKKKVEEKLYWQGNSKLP
CHRM4 agonist: agonists of human muscarinic M4 receptor (CHRM4); 360,000 compounds, 0.14% hits; CHO-K1 hM4/Gqi5, Fluo-8 calcium fluorescence; vehicle 0%, full acetylcholine response 100%; activation, % at 3 µM; P08173;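 active = activation above the run mean over all test wells plus 3 SD, cut at about 32% in these data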;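 also: peak over basal fluorescence ratio per well then scaled between controls; 0% = DMSO wells and 100% = acetylcholine at EC100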
Target sequence (P08173 whole entry, looked up): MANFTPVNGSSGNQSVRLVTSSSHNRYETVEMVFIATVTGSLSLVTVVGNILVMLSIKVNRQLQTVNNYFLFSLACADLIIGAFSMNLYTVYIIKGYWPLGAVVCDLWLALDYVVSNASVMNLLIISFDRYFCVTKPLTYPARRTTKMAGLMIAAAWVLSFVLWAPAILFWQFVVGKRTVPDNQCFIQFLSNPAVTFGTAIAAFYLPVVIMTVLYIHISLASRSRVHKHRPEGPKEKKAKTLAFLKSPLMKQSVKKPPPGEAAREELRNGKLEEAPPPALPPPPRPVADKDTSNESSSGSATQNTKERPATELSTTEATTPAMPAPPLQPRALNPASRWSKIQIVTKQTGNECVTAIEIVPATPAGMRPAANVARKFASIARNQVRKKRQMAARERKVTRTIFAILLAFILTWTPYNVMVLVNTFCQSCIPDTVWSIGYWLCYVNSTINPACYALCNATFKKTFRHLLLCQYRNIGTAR
CHRM5 PAM: positive allosteric modulators of human muscarinic M5 receptor; CHO-K1 hM5, Fluo-8 calcium, ACh EC20 PAM; 0% = ACh EC20, 100% = ACh EC100; activation, % at 3 µM; 360,000 compounds, 0.3% hits;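 active = activation above the run cutoff, the mean activation of all test compounds plus 3 SD, cut at about 18% in these data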
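system = human M5 receptor in CHO-K1 cells | reagent = EC20 acetylcholine as agonist stimulus | compound dosing = single-point, 3 µM nominal | incubation = Fluo-8 loading 80 min at 37 °C plus 30 min room temperature | detection = Fluo-8 calcium dye fluorescence, kinetic read | benchmarks = low control EC20 acetylcholine (0%), high control EC100 acetylcholine (100%)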
M5 antag: CHRM5 antagonism in calcium assay | 360,000 compounds, 0.59% hits | AID 624040 | inhibition, % at 3 µM | P08912 | CHO-hM5 cells, Fluo-8 calcium fluorescence, ACh EC80;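 active = inhibition above a per-plate cutoff, the mean of that plate's test compounds plus 3 SD, cut at about 27% in these data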;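 also: 0% = acetylcholine EC80 with DMSO and 100% = DMSO without agonist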
CHRM4 PAM: positive allosteric modulators of human muscarinic M4 receptor; CHO-K1 hM4/Gqi5, Fluo-8 calcium fluorescence, ACh EC20; 0% = ACh EC20, 100% = maximal ACh; P08173; activation, % at 3 µM; AID 624126; 360,000 compounds, 0.4% hits;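 active = activation above its plate's cutoff, the mean activation of sample wells plus 3 SD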; also: some results filed as inactive read as strong as hits
M4 antag: CHRM4 antagonism in calcium assay; CHO-hM4 cells, ACh EC80, Fluo-8 calcium fluorescence; 360,000 compounds, 0.73% hits; P08173; inhibition, % at 3 µM;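 active = inhibition above its plate's cutoff, the mean inhibition of sample wells plus 3 SD, cut at about 27% in these data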;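 also: 0% = acetylcholine EC80 with DMSO and 100% = DMSO without agonist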
Starred values were filed as active, the others as inactive.

The line under a structure holds: CHRM4 PAM | M1 PAM parental | CHO-K1 Ca antag | CHRM5 PAM | M5 antag | CHRM5 agonist | CHRM4 agonist | M1 ag parental | M4 antag
O=C(CSc1ncn[nH]1)Nc1ccc([N+](=O)[O-])cc1Br
→ -1 | 15 | -4 | 0 | -14 | 1 | 5 | 2.1 | -13
CC(=O)N(Cc1ccco1)c1nc(C(=O)Nc2ccc(Cl)cc2)c(C)s1
→ -4 | -12 | 14 | -6 | 7 | -6 | -3 | -0.7 | 21
O=C(Nc1cccc2ncccc12)c1cccc(F)c1
→ 5 | 14 | -26 | 3 | -11 | 1 | 3 | 1.1 | -21
CCCCCCC(c1c(C)n(C)n(-c2ccccc2)c1=O)c1c(C)n(C)n(-c2ccccc2)c1=O
→ 10 | 21 | -2 | 10 | -8 | -5 | -3 | 0.4 | -4
O=C(NC1CCCC1)C(c1ccncc1)N(Cc1ccccc1)C(=O)c1ccc(-c2ccccc2)[nH]1 (configuration not stated)
→ 0 | 20 | -9 | 1 | 4 | -1 | 8 | -0.2 | -7
Cc1cccc(NC(=O)CNC(=O)COc2cccnc2[N+](=O)[O-])c1C
→ 1 | 0 | -3 | 0 | 1 | 0 | -1 | -0.8 | -19
CC(C)CC(c1nnnn1C(C)(C)C)N1CCN(C2CCCC2)CC1 (configuration not stated)
→ 10 | 15 | -1 | 4 | 1 | -11 | 0 | 0.3 | 4
N=C1SCC(=O)N1c1ccc(Cl)cc1
→ 5 | 24 | -12 | -3 | 3 | 0 | 0 | 0.5 | 4
N#Cc1ccc(OCC(=O)NC(=O)NC2CCS(=O)(=O)C2)cc1 (configuration not stated)
→ 0 | 4 | 3 | -11 | 5 | 4 | 1 | 0.3 | -3
C1=Cc2ccccc2Nc2ccccc21
→ -4 | -4 | -2 | 10 | -11 | -6 | -1 | 0.6 | -1

(listing goes on)
The line under a structure holds: CHRM4 PAM | M1 PAM parental | CHO-K1 Ca antag | CHRM5 PAM | M5 antag | CHRM5 agonist | CHRM4 agonist | M1 ag parental | M4 antag
CCOc1ccc(S(=O)(=O)N2CCC(C(=O)OCc3cccc(OC)c3OC)CC2)cc1
→ -6 | -16 | -4 | -26 | 11 | 5 | 10 | 3.8 | 0
C[C@@H]1CN([C@H](C)CO)C(=O)CCCn2nncc2CO[C@@H]1CN(C)S(=O)(=O)c1ccc(Cl)cc1
→ -2 | 2 | -5 | -5 | 12 | -2 | 0 | 0.0 | -3
COCCn1c(C)nnc1SCC(=O)NNC(=O)c1ccc(Cl)cc1
→ 0 | 13 | -10 | 4 | -5 | 0 | 0 | 0.4 | -9
COc1cc(N(C(=O)Cc2cccs2)C(C(=O)NC2CCCCC2)c2cccc(OC)c2OC)ccc1-n1cnnn1 (configuration not stated)
→ 0 | 21 | -17 | -7 | 15 | -3 | -1 | 0.6 | 1
CC(=O)Nc1ccc(-n2nnnc2SCC(=O)N2CCN(C(=O)c3ccco3)CC2)cc1
→ 1 | -4 | 2 | 1 | 0 | 1 | 0 | 0.0 | 5
COc1ccc(OC)c(-c2csc(NC(=O)Cc3ccc(F)cc3)n2)c1
→ -9 | 6 | -16 | -7 | 3 | -4 | 3 | -0.2 | 2
CCOc1ccc(OCCC(=O)OCC(=O)NCCc2ccc(S(N)(=O)=O)cc2)cc1
→ 4 | 8 | -13 | 5 | -6 | 0 | 3 | 1.4 | -16
CCCC(=NCC(=O)O)C1=C(O)C(C(=O)OC)C(C)(C)CC1=O (configuration not stated)
→ 2 | 11 | -3 | -5 | 7 | -1 | 0 | 0.1 | 7
Cc1c(NC(=O)C(C)N2C(=O)NC3(CCC(C)CC3)C2=O)c(=O)n(-c2ccccc2)n1C (configuration not stated)
→ 3 | 29 | -24 | 1 | 12 | -5 | 1 | 1.4 | -3
Cc1ccc(-c2nnc(-n3nc(C)cc3C)c3ccccc23)cc1
→ 0 | 16 | -2 | 2 | 3 | 1 | 0 | 0.1 | 5

In the list so far, 2 have fluorine:
The line under a structure holds: CHRM4 PAM | M1 PAM parental | CHO-K1 Ca antag | CHRM5 PAM | M5 antag | CHRM5 agonist | CHRM4 agonist | M1 ag parental | M4 antag
O=C(Nc1cccc2ncccc12)c1cccc(F)c1
→ 5 | 14 | -26 | 3 | -11 | 1 | 3 | 1.1 | -21
COc1ccc(OC)c(-c2csc(NC(=O)Cc3ccc(F)cc3)n2)c1
→ -9 | 6 | -16 | -7 | 3 | -4 | 3 | -0.2 | 2

Entries above that have a furan ring, fused or not:
The line under a structure holds: CHRM4 PAM | M1 PAM parental | CHO-K1 Ca antag | CHRM5 PAM | M5 antag | CHRM5 agonist | CHRM4 agonist | M1 ag parental | M4 antag
CC(=O)N(Cc1ccco1)c1nc(C(=O)Nc2ccc(Cl)cc2)c(C)s1
→ -4 | -12 | 14 | -6 | 7 | -6 | -3 | -0.7 | 21
CC(=O)Nc1ccc(-n2nnnc2SCC(=O)N2CCN(C(=O)c3ccco3)CC2)cc1
→ 1 | -4 | 2 | 1 | 0 | 1 | 0 | 0.0 | 5

Further entries follow:
The line under a structure holds: CHRM4 PAM | M1 PAM parental | CHO-K1 Ca antag | CHRM5 PAM | M5 antag | CHRM5 agonist | CHRM4 agonist | M1 ag parental | M4 antag
C/C(CC(=O)Nc1cccc(C(F)(F)F)c1)=N/NC(=O)C(=O)NCCO
→ -1 | 19 | -16 | -7 | 7 | -1 | 2 | 1.6 | -8
O=C(CC1SCCNC1=O)Nc1cccc(C(F)(F)F)c1 (configuration not stated)
→ 32* | 13 | -1 | 2 | -2 | 0 | 3 | 0.3 | -5
O=C(CSc1ccc(S(=O)(=O)N2CCCCC2)cn1)Nc1ccccc1Br
→ -13 | -17 | -12 | -14 | 14 | 5 | 13 | 3.7 | 0
CCC(=O)Nc1ccc(-c2ccc(N3CCC(C)CC3)nn2)cc1
→ -4 | -13 | -11 | -7 | 3 | -2 | 3 | 1.1 | 1
COC(=O)c1ccc(/C=C/c2ccc3cccc(OC(C)=O)c3n2)cc1
→ 2 | 24 | -7 | -1 | -3 | -2 | 1 | 5.1 | 5
CCOc1ncccc1C(=O)OCC(=O)Nc1ccc(C)c(S(=O)(=O)N(C)C)c1
→ -3 | -19 | 7 | -5 | 7 | 3 | 6 | 1.5 | 3
Cc1noc(/C=C/N(C)C)c1S(=O)(=O)N1CCCC(C(=O)NC2CCCCC2C)C1 (configuration not stated)
→ 0 | 2 | 2 | -1 | 6 | 0 | 2 | 1.4 | -16
Cc1ccc(C(=O)NCC(c2cccs2)N(C)C)cc1S(=O)(=O)N1CCOCC1 (configuration not stated)
→ -4 | 8 | -21 | 7 | 4 | -10 | 1 | 1.1 | 9
COc1ccc(-c2csc(C(C)(O)c3ccc(F)c(F)c3)n2)cc1OC (configuration not stated)
→ -2 | 8 | 0 | -7 | 9 | -2 | 1 | -0.2 | 0
CCOC(=O)C1CCCN(c2c(N3CCN(C)CC3)c(=O)c2=O)C1 (configuration not stated)
→ -3 | -5 | 20 | -3 | 1 | 2 | 1 | -0.6 | -5

Additional structures follow:
The line under a structure holds: CHRM4 PAM | M1 PAM parental | CHO-K1 Ca antag | CHRM5 PAM | M5 antag | CHRM5 agonist | CHRM4 agonist | M1 ag parental | M4 antag
COc1ccccc1CN1CCN(C(=O)c2cccc3ccccc23)CC1
→ -2 | 19 | -13 | -2 | 5 | -1 | 1 | 1.3 | 5
C=C(C)C(=O)Nc1cccc(C2=NOC3(C2)C[C@@H](C(N)=O)N(C(=O)C2(C)CC2)C3)c1 (some centres not stated)
→ 8 | -8 | 5 | 4 | 8 | -1 | 0 | -0.1 | -2
COc1ccccc1CNC(=O)CC1Sc2ccccc2NC1=O (configuration not stated)
→ -4 | 15 | -19 | 0 | 4 | -13 | 3 | 2.6 | 4
Cc1ccc(N(Cc2ccccc2)C(=O)c2cccc(F)c2)cc1
→ -6 | 4 | -12 | -6 | -3 | -8 | -2 | -0.5 | -17
Cc1cccc(OCc2n[nH]c(=S)o2)c1
→ -2 | 20 | -9 | -2 | 8 | -2 | 1 | 0.5 | 9
CCN(CC)c1c([N+](=O)[O-])c(=O)sc2ccccc12
→ 3 | 25 | -3 | 2 | -2 | -2 | 1 | 0.2 | -2
O=C1c2ccccc2NC(c2ccco2)N1NS(=O)(=O)c1ccccc1 (configuration not stated)
→ -3 | 15 | 7 | 6 | -3 | -2 | 1 | 2.1 | 1
O=C(CN1C(=O)c2ccccc2S1(=O)=O)NCc1ccccc1Cl
→ 4 | 12 | -5 | -1 | 1 | -3 | 2 | 0.9 | -2
CCc1ccccc1Oc1nc(NCc2ccccc2)nc2ccsc12
→ 1 | 19 | -13 | 1 | 6 | -1 | 0 | 1.7 | -9
CCN(CC)C(=O)N1c2ccccc2CC(N(CC)CC)c2ccccc21 (configuration not stated)
→ -5 | 4 | -5 | 2 | 4 | -6 | -2 | 0.1 | 4

Later entries.
The line under a structure holds: CHRM4 PAM | M1 PAM parental | CHO-K1 Ca antag | CHRM5 PAM | M5 antag | CHRM5 agonist | CHRM4 agonist | M1 ag parental | M4 antag
CS(=O)(=O)N1CCN(C(=O)C2c3ccccc3Oc3ccccc32)CC1
→ -17 | -7 | 6 | -12 | 0 | -7 | 2 | 0.2 | 10
O=[N+]([O-])c1ccc(N2CCN(Cc3ccccc3)CC2)c2c1no[n+]2[O-]
→ -13 | 7 | 10 | -26 | 23 | 4 | 20 | 19* | 20
COc1ccc2oc(C(=O)NCCC(C)C)c(C)c2c1
→ 3 | 10 | -5 | 5 | -3 | 4 | -1 | 0.5 | -6
COC(=O)N1C(=O)[C@](Cc2ccccc2)(c2ccccc2)N1C(=O)OC
→ -3 | -18 | 17 | 5 | 11 | -1 | 1 | -0.4 | 5
CC(O)(c1cccnc1)c1nc(-c2ccc(S(C)(=O)=O)cc2)cs1 (configuration not stated)
→ 11 | 18 | -1 | 6 | -3 | 1 | 2 | 0.9 | -2
Cc1ccc(NC(=O)c2cc(C)on2)cc1
→ 13 | 4 | -5 | -1 | -8 | -1 | 0 | 0.0 | -21
C/C(=N\NC(=O)Cn1cnc2ccccc21)c1cccs1
→ 7 | 14 | 3 | -11 | 3 | -1 | 2 | 2.6 | -2

2 compounds drawn at random from the list so far, as already listed:
The line under a structure holds: CHRM4 PAM | M1 PAM parental | CHO-K1 Ca antag | CHRM5 PAM | M5 antag | CHRM5 agonist | CHRM4 agonist | M1 ag parental | M4 antag
COC(=O)N1C(=O)[C@](Cc2ccccc2)(c2ccccc2)N1C(=O)OC
→ -3 | -18 | 17 | 5 | 11 | -1 | 1 | -0.4 | 5
C/C(=N\NC(=O)Cn1cnc2ccccc21)c1cccs1
→ 7 | 14 | 3 | -11 | 3 | -1 | 2 | 2.6 | -2
